# High-throughput results as filed in PubChem BioAssay.
# GLP-1R inv ag: qHTS of GLP-1 Receptor Inverse Agonists (Inhibition Mode); Glucagon-like peptide 1 receptor (Homo sapiens), P43220; HEK293 GLP-1R CRE-luciferase, luminescence, 24 h; GLP-1R form is constitutively active; Potency, µM (titrated, usually from 38.3 µM), inactives show top-dose activity change, negative = inhibition, most hits filed as inhibitors; 1.6% of 410,000 active; AID 624417, 2012; note: potency is the fitted concentration of half-maximal effect; % is set by controls: 0 for no effect and ±100 for the full control effect; nearly all actives have a fitted effect of over 55% in size
# Target sequence (P43220 whole entry, looked up): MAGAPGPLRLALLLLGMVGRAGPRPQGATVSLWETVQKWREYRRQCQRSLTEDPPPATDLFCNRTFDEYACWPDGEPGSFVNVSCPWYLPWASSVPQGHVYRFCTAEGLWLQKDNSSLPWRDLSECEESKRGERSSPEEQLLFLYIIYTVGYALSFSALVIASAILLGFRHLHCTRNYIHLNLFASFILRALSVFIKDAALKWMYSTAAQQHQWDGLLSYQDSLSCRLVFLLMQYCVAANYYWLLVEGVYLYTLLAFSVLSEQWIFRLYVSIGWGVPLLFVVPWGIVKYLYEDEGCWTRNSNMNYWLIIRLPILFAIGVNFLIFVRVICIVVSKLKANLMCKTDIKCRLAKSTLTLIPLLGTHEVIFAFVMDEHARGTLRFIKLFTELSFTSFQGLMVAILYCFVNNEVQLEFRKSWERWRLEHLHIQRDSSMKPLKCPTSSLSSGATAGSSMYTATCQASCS
#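 Seeding at 200 cells/uL, 12 h culture, 24 hr compound treatment, then luciferase reagent and a luminescence read; cells are HEK293 stably expressing a constitutively active GLP-1R plus cAMP-responsive luciferase.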
# GLP1R ag: qHTS of GLP-1 Receptor Agonists; Potency, µM (doses to about 45.6 µM), inactives show top-dose activation, hits mostly activators; HEK293 GLP-1R CRE-luciferase, luminescence, 4-6 h; cells express a hypersensitive GLP-1R form; Glucagon-like peptide 1 receptor (Homo sapiens), P43220; AID 624172, 2012; 0.007% of 380,000 active; note: potency is the fitted concentration of half-maximal effect; % of control where 0% means no effect
# Abeta yeast res: qHTS for compounds that reverse cellular toxicity of Amyloid beta (A-beta) peptide in yeast: Primary Screen; yeast expressing A-beta42, growth rescue, OD600, 48 h; response scale: 0% DMSO, 100% iron-clioquinol control; Potency, µM (titrated, usually from 46.1 µM), inactives show top-dose growth rescue, actives largely listed as activators; 0.063% of 410,000 active; AID 1347071, 2019; note: potency is the fitted concentration of half-maximal effect; nearly all actives have a fitted effect of over 55% in size
#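 Yeast growth medium received pinned compounds, then yeast cells expressing toxic A-beta were added; plates incubated at 30 C for 48 hr. Growth read as absorbance at 600 nm, normalized to DMSO and equimolar FeCl3 plus clioquinol controls.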
# PTHR1 ag: qHTS for PTHR1 Agonists: Primary Screen | Parathyroid hormone/parathyroid hormone-related peptide receptor (Homo sapiens), Q03431 | HEK293 GP2 PTHR1 cells, GloSensor cAMP luminescence, 1 h | Potency, µM (highest dose often 115 µM), without a hit: top-dose activation, usual class: activators | 0.075% of 410,000 active | AID 743266, 2014; note: potency is the fitted concentration of half-maximal effect; nearly all actives have a fitted effect of over 55% in size; some results filed as inactive show a strong effect at the top dose; inactives centre near -15; many of its hits are not listed in these tables
# Target sequence (Q03431 whole entry, looked up): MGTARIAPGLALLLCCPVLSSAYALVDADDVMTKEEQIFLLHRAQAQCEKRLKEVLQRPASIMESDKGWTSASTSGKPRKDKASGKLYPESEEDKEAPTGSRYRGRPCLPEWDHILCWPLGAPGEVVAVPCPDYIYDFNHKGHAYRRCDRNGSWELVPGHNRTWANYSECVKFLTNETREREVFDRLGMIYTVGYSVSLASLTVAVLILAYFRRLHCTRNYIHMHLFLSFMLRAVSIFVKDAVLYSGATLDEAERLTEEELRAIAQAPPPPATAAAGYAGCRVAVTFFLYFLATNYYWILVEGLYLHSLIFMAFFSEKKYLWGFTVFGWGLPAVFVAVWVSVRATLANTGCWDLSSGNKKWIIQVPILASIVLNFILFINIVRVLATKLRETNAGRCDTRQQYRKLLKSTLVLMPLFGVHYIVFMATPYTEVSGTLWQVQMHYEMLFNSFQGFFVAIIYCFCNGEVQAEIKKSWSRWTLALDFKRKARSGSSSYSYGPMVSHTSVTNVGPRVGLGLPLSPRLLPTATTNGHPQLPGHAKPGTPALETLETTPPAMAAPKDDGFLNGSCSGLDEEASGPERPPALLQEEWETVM
#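 HEK-293-derived GP2 cells expressing PTHR1 and a GloSensor cAMP reporter, 3,000/well, plated overnight, given luciferin plus IBMX (each 0.5 mM as added) for 1 h at 37 °C, then compound for 1 h at 37 °C. Luminescence was read after 15 min at room temperature.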
# pAkt inh: HTS Assay for Inhibitors of Akt Phophorylation: Primary Screen. Neuro2A IGF-stimulated pAkt S473 HTRF, 20 min; hits give low values. activity change, % for hits at 50 µM. 0.32% of 360,000 active; in the data active = activity change below about -80%; inconclusive = mostly about -51% to -80%; note: % is set by controls: 0 for no effect and ±100 for the full control effect
#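 Neuro2A cells in DMEM with 0.5% FBS, overnight at 37 deg C, given compound at single 50 µM final, then IGF (6 nM final) for 20 min at 37 deg C. Lysed; phospho-Akt Ser473 by HTRF after 24 h, 665/615 ratio.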
# TDP-43 yeast inh: qHTS of TDP-43 Inhibitors; 1.8% of 410,000 active; Potency, µM (series often up to 46.1 µM), for inactives: top-dose growth rescue (activation), usual class: activators; TDP-43 expressing yeast growth rescue, BacTiter-Glo, 24 h; note: potency is the fitted concentration of half-maximal effect; % of control where 0% means no effect; nearly all actives have a fitted effect of over 50% in size
#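 Yeast expressing TDP-43 (pregrown in raffinose, seeded at OD600=0.02 in galactose medium) exposed to compounds 24 hr at 30 deg C. Growth read by BacTiter-Glo luminescence; rescue of toxicity appears as increased signal.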
# aSyn yeast inh: qHTS of alpha-syn Inhibitors | 0.14% of 370,000 active | Potency, µM (highest dose often 46.1 µM), without a hit: at the highest dose growth rescue (activation), most hits filed as activators | Yeast expressing alpha-synuclein, growth rescue, BacTiter-Glo, 24 h | AID 652106, 2013; note: potency is the fitted concentration of half-maximal effect; % of control where 0% means no effect; nearly all actives have a fitted effect of over 65% in size
#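 Readout is rescue of growth in alpha-synuclein-expressing yeast, so inhibitors of toxicity appear as activators. Growth after 24 hr at 30 deg C in galactose medium is quantified by luminescence.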
# FUS suppressor: qHTS for Suppressors of FUS Proteinopathy: Primary screen using FUS-linked yeast assay | S. cerevisiae FUS-expressing, growth rescue, OD600, 24 h | Potency, µM (highest dose often 76.6 µM), for the others: top-dose growth rescue (activation), usual class: activators | 0.24% of 390,000 active | AID 1347120, 2019;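 note: potency is the fitted concentration of half-maximal effect; plate controls were DMSO vehicle for no effect and reference control for full effect; nearly all actives have a fitted effect of over 55% in size; some results filed as inactive show a strong effect at the top dose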
#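 Quantitative HTS measuring growth restoration of FUS-toxic yeast. Galactose-induced cells (OD 0.005) were exposed 24hr at 30C to compounds at several concentrations, then absorbance at 600 nm was recorded.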
# D3 antag: qHTS of D3 Dopamine Receptor Antagonist: qHTS; D(3) dopamine receptor (Homo sapiens), P35462; D3R cells, DiscoveRx beta-arrestin luminescence, antagonist mode; hits give low values; max response, negative = inhibition, %; 2.5% of 360,000 active; AID 652054, 2013; in the data active = max response below about -50%; inconclusive = no clear call, values can overlap the other calls; note: % is set by controls: 0 for no effect and ±100 for the full control effect; mostly tested at two doses, the higher about 12 µM
#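 Cells plated overnight at 1500 cells/well, then exposed to library compounds with dopamine controls for 90 minutes at 37 degrees C. DiscoveRx reagent added for 30–60 minutes at room temperature; luminescence read, quantitative HTS format.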
# Active calls of the source: *; i = inactive; u = inconclusive; x = no result given; [ ] = remark or other dose. Unless noted, calls come from the whole dose curve; as a rule, active = well fitted curve in the direction sought with a large enough effect; inconclusive = small, poorly fitted or top-dose-only effect, or another doubt; inactive = no such curve, though single readings can be large; an effect the other way counts as inactive or inconclusive.
mol,GLP-1R inv ag,GLP1R ag,Abeta yeast res,PTHR1 ag,pAkt inh,TDP-43 yeast inh,aSyn yeast inh,FUS suppressor,D3 antag
CCCS(=O)(=O)c1c(S(=O)(=O)CCC)c2c(N)cccn2c1C(=O)c1ccc(Br)cc1,u,-7.5%,15.4%,i,i,21.2%,5.5%,u,0.1
CCOC(=O)C(NC(=O)c1cccc(Cl)c1)(Nc1nnc(C)s1)C(F)(F)F (configuration not stated),-3.2%,-11.1%,3.6%,-16.6%,i,4.5%,3.5%,-11.1%,13.1
O=C(CCC(=O)N1CCOc2ccc(Cl)cc21)NCCCN1CCC(Cc2ccccc2)CC1,u,-4.6%,1.3%,-19.7%,i,7.7%,-3.0%,-3.7%,-70.6*
COc1ccc(/C=C\C(=O)CC(O)(c2ccccc2)C(F)(F)F)cc1 (configuration not stated),u,-3.1%,-14.6%,i,i,u,9.9%,12.9%,-69.9*
Cc1ccc(C)c(N2CCN(C(=O)CCc3nc(-c4cccc(Cl)c4)no3)CC2)c1,4.8%,8.9%,8.1%,-38.5%[inhibitor],i,18.9%,0.0%,-28.9%,19.0
CCOCCCNC(=O)c1ccc2c(=O)n(Cc3ccc4c(c3)OCO4)c(=S)[nH]c2c1,8.1%[7.66 µM],-1.7%,-1.2%,-25.1%,i,6.2%,2.6%,1.3%,15.7
O=C(COC(=O)CCC1CCCC1)Nc1ccccc1Br,12.2%,4.2%,19.2%,-24.5%,i,8.6%,-10.0%,-27.6%,1.8
COc1ccc(OC2C(=O)N(Cc3ccc(F)cc3)C2c2cc(OC)c(OC)c(OC)c2)cc1 (configuration not stated),2.3%,-0.8%,-3.0%,i,i,5.0%,18.6%,x,-11.8
Cc1ccc(C(C#N)c2ccc(Cl)nn2)cc1 (configuration not stated),-17.9%,3.7%,-9.4%,-12.4%,i,28.1%,1.4%,10.6%,-29.8
Cc1nnc(C)n1/N=C/c1ccc(-c2ccccc2)cc1,0.6%,7.2%,-3.4%,i,i,8.4%,2.4%,7.4%,27.2
COc1ccc(OCC(=O)NNc2c3ccccc3nc3ccccc23)cc1,u,0.9%,-14.1%,-31.2%[inhibitor],i,8.7%,-6.2%,x,4.2
O=C(COc1ccc(Cl)cc1)NCCNC(=O)c1ccccn1,0.7%,6.7%,7.3%,i,i,-12.4%,-1.4%,28.9%,7.4
CC(C(=O)N1CCCC1)N1CCN(S(=O)(=O)c2ccccc2)CC1 (configuration not stated),2.7%,-1.1%,-18.0%,i,i,-4.5%,-1.1%,-28.3%,0.5
COc1ccc(-c2cc(-c3ccccc3)nc(=O)[nH]2)cc1,21.6%,6.0%,5.4%,-23.5%,i,-11.7%,-1.1%,14.5%,-23.3
COc1ccc2[nH]c(C(=O)NCCc3ccccc3)cc2c1,5.2%,10.7%,-6.5%,-29.8%,i,-1.6%,-10.8%,18.2%,0.4
O=C(CSc1nc2ccccc2[nH]1)Nc1ccc2[nH]c(=O)[nH]c2c1,2.8%,-12.2%,4.0%,i,i,24.9%,7.4%,x,-5.9
Cc1cc(C)c(-c2n[nH]c3c2C(c2ccccc2F)N(CCO)C3=O)c(O)c1 (configuration not stated),6.5%,x,-8.6%,i,x,6.0%,x,10.6%,x
Cc1cc(NC(=O)COC(=O)CCNS(=O)(=O)c2cccc(C(F)(F)F)c2)no1,-7.4%,3.7%,-1.4%,-18.9%,i,-4.5%,-8.9%,6.9%,9.3
CCOC(=O)c1ccc(-n2c(C)nc3c(cnn3-c3ccccc3C)c2=O)cc1,-12.5%,4.8%,-7.0%,-41.4%[inhibitor],i,0.0%,-1.5%,-20.9%,-8.6
FC(F)(F)c1ccc(-c2noc(CN3CCCN(C4CCCCC4)CC3)n2)cc1,u,-1.6%,-8.1%,-24.4%,i,10.6%,1.3%,13.1%,21.0
CCOc1cc(NC(=O)c2ccccn2)c(OCC)cc1NC(=O)c1cccc(C)c1,4.5%,4.2%,-9.7%,i,i,11.7%,-1.1%,5.5%,6.4
CCOC(=O)C1(C)CCCN1C(=O)c1cncc(Br)c1 (configuration not stated),4.8%,-1.4%,10.9%,-5.1%,i,19.1%,1.8%,-17.5%,7.1
CC(=O)N1CCc2cc(S(=O)(=O)CCC(=O)NCCc3ccc(Cl)cc3)ccc21,u,10.6%,x,-20.4%,i,10.1%,-3.8%,3.4%,6.7
O=c1cc(CSc2nnc(COc3ccccc3Cl)o2)nc2sccn12,-6.8%,5.9%,-13.4%,-4.4%[57.5 µM],i,8.3%,21.2%,24.6%,9.9
O=c1cn[nH]c2ccc(Br)cc12,4.5%,1.0%,-3.5%,i,i,4.0%,1.2%,x,-16.8
O=c1[nH]n(-c2cccc3cccnc23)c(=O)c2ccccc12,16.4%,-4.6%,7.0%,i,i,11.0%,3.4%,-13.5%,-2.6
CCOC(=O)Cc1csc(NS(=O)(=O)c2ccc(Cl)cc2)n1,-15.5%,0.5%,6.8%,-0.9%,i,7.8%,3.6%,x,11.4
CC(C)Oc1ccc(/C=N/NC(N)=S)cc1,u,16.6%,u,-3.5%,i,u,-2.9%,-3.9%,10.6
O=[N+]([O-])c1ccc(S(=O)(=O)N/N=C/c2cccs2)cc1,12.0%,-1.1%,10.6%,i,i,u,-3.9%,x,-9.3
Cn1c(=O)c2c(nc(Br)n2C/C=N/NC(N)=S)n(C)c1=O,-25.0%,-2.5%,-1.1%,i,i,-12.2%,2.0%,11.6%,-11.1
COc1ccc2nnc(-c3ccccc3)n2n1,88.0%[activator],5.9%,11.6%,-15.2%,i,u,7.2%,-7.0%,13.1
O=C(c1ccc2snnc2c1)N1CCOCC1,15.6%,-9.6%,-7.0%,-9.9%[57.5 µM],i,-12.9%,3.2%,-7.8%,46.4
CCNc1nc(NC(C)C)nc(Oc2ccc(OCCOc3ccccc3)nn2)n1,-5.5%,23.3%,-5.6%,-25.3%[57.5 µM],i,-13.6%,-3.1%,18.9%,9.2
COc1cc(C(=O)NNC(=O)c2nn(C)c(=O)c3ccccc23)cc(OC)c1OC,22.8%,-1.4%,-8.9%,i,i,3.16µM*,-5.6%,8.0%,22.6
CCOC(=O)CCc1c(C)nc2c(c(C)nn2C(C)(C)C)c1C,u,10.6%,-13.9%,-41.7%[inhibitor],i,-1.2%,12.9%,11.4%,1.8
COC(=O)c1ccccc1NC(=O)CN1C(=O)COc2ccc(Cl)cc21,2.1%,x,-7.5%,i,x,12.6µM*,x,30.4%,x
O=C(NCc1ccccn1)Nc1ccc(Br)cc1Cl,9.0%,5.4%,-11.0%,i,i,23.7%,3.1%,-0.1%,-6.4
O=C(CCS(=O)(=O)c1ccc2c(c1)NC(=O)CO2)NCCc1ccc(Cl)cc1,u,4.7%,1.7%,-8.1%,i,6.6%,10.5%,3.3%,0.5
O=C(CSc1nnc(-c2ccc(O)cc2)n1-c1ccccc1)CC(=O)Nc1ccccc1,-10.2%,-7.9%,5.0%,-25.4%,i,7.8%,3.9%,19.5%,-15.1
CCOc1ccc(C(c2c(O)nc(SC)[nH]c2=O)c2c(O)nc(SC)[nH]c2=O)cc1,2.4%,-2.1%,-7.0%,i,i,8.1%,9.0%,0.1%,-20.7
CC(=O)N1CCc2cc(S(=O)(=O)NCCC(=O)Nc3ccc4c(c3)OCCO4)ccc21,19.7%,3.4%,-8.9%,-2.5%,i,-1.1%,5.8%,18.8%,-2.9
Cc1cccn2c(=O)nc(SCC(=O)Nc3ccc4c(c3)OCCO4)nc12,42.8%[activator],1.1%,-4.0%,i,i,4.5%,-1.6%,18.3%,8.3
COc1cccc(NC(=O)N(C)C[C@@H]2OCc3cn(nn3)CCCC(=O)N([C@H](C)CO)C[C@H]2C)c1,10.8%,-5.2%,-2.1%,-14.0%,i,11.8%,-7.8%,-10.6%,14.5
COc1cc2c(cc1OC)C(COc1ccc3c(C)cc(=O)oc3c1)N(C(=O)c1cc(Cl)ccc1OC)CC2 (configuration not stated),3.8%,x,-2.5%,-14.6%,x,5.8%,x,-18.4%,x
Cc1ccc(NS(=O)(=O)c2cccc(C(=O)NCC(c3ccc(F)cc3)N3CCOCC3)c2)cc1 (configuration not stated),10µM*,4.8%,4.8%,-29.9%,i,-22.6%,-3.5%,u,-7.7
COc1ccc(Nc2nnc(-c3ccc(O)cc3)c3ccccc23)cc1,u,-1.6%,-13.3%,u,i,25.7%,-0.8%,-2.3%,u
C=CCN(C(=O)c1ccc(Cl)cc1)c1ccccc1C(=O)NCC(=O)O,0.7%,5.5%,7.6%,-2.2%,i,-13.8%[1.82 µM],-1.2%,6.4%,-20.2

# Taken from above:
# `Cc1nnc(C)n1/N=C/c1ccc(-c2ccccc2)cc1` in FUS suppressor has 7.4%
# `COc1ccc(OCC(=O)NNc2c3ccccc3nc3ccccc23)cc1` in TDP-43 yeast inh has 8.7%

# These rows are one share of the data, so the mix of outcomes need not match the whole.
